NOD2 inhibition: inhibition of NOD2-driven NF-kB reporter – cell-based, luminescence, uHTS, HEK293 (AID 1566); HEK293 NOD2/NF-kB luciferase reporter, luminescence; higher % means a stronger effect; inhibition, % at 4 µM; hits with a dose series show EC50 in µM; hit rate 0.63% among 290,000; note: many of its hits are not listed in these tables
AID2073: disruptors of CaV2.2 binding to Mint1 – biochemical, HTRF (AID 2073). one-dose inhibition, % at 20 µM; IC50 in µM for titrated hits. hit rate 0.19% among 290,000. HTRF protein-protein interaction, Mint1-CaV2.2; higher % means a stronger effect; in the data active = inhibition mostly above about 51%, no sharp cut-off; inconclusive = no clear call, values can overlap the other calls; inactive = mostly below about 53%; note: some results filed as inactive read as strong as hits
LYP phosphatase: PTPN22 lymphoid phosphatase activity blockers – biochemical, fluorescence intensity, uHTS (AID 1779); recombinant LYP phosphatase, fluorescence intensity; higher % means a stronger effect; inhibition, % at 11.5 µM, or IC50 in µM where a hit was titrated; hit rate 0.054% among 290,000;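 note: plate controls were vehicle with enzyme for no effect and no enzyme for full effect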
Myeloid diff MLP: myeloid differentiation induction | ER-HoxA9 myeloid progenitors, lysozyme-GFP differentiation, flow cytometry | calls only at 10 µM | hit rate 1% among 360,000;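 active = normalized GFP-positive differentiation at or above the plate's own cutoff, the solvent-only control mean plus 3 SD; inconclusive = no clear call, values can overlap the other calls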;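 note: cells exposed to compound for four days before flow analysis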
XIAP displacement: small molecules displacing peptide from XIAP – biochemical, IAP family, fluorescence polarization (AID 1018); XIAP BIR domain, fluorescence polarization peptide displacement; higher % means a stronger effect; displacement, % at 20 µM; hits with a dose series show IC50 in µM; hit rate 0.007% among 200,000; in the data active = displacement above about 50%; note: a part of the inactive calls stands beside numbers as strong as those of hits
Dengue-2 NS5 capping: Dengue-2 NS5 methyltransferase inhibitors, primary screen, biochemical, confirmation dose response (AID 588689) | Dengue-2 NS5 methyltransferase capping enzyme assay, biochemical; higher % means a stronger effect | one-dose inhibition, % at 25 µM; IC50 in µM for titrated hits | hit rate 0.3% among 340,000; in the data active = a potency from the dose series; inconclusive = inhibition above about 29% without an active follow-up result
HIV fusion peptide: cell-free HIV fusion peptide-binding blockers – biochemical, uHTS, fluorescence dequenching, primary screen (AID 1986). hit rate 0.3% among 290,000. inhibition, % at 20 µM, or IC50 in µM where a hit was titrated. cell-free peptide binding, fluorescence dequenching, 30 min; higher % means a stronger effect; in the data active = inhibition mostly above about 52%, no sharp cut-off; inactive = mostly below about 76%; note: some results filed as inactive read as strong as hits
Hep lipid drop: hepatic lipid droplet formation modulation. hit rate 0.4% among 240,000. AID 1656. inhibition, % at 6.5 µM. AML12 mouse hepatocytes, oleate lipid droplets, BODIPY imaging;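 active = lipid droplet intensity inhibited by at least 50%, with more than 500 cells counted; inconclusive = wells with under 300 cells, treated as cytotoxic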
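Technique: fluorescence imaging, 20x objective, two fields per well / Assay system: AML12 hepatocytes (mouse) / Measure: % inhibition of lipid droplet signal / Doses: 6.5 µM single-point dosing / Incubation: overnight exposure / Reagent: 100 µM oleic acid challenge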
SIAH1 antagonists: Siah-1 peptide-binding antagonists, primary screen, biochemical, fluorescence polarization, rhodamine-plectin, uHTS (AID 1817) | displacement, % at 20 µM; hits with a dose series show IC50 in µM | Siah-1 / rhodamine-plectin peptide fluorescence polarization; higher % means a stronger effect | hit rate 0.02% among 290,000;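 active = displacement of at least 50% at 20 µM, with a fluorescence ratio check between 0.3 and a set limit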;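 note: plate controls were Siah plus tracer with DMSO for no effect and tracer alone without Siah for full effect; strong numbers were not always called active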
Hep lipid drop cells 6.5 µM: also measured in Hep lipid drop; calls as there; cell count; measured here: cell count, cytotoxicity flag;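 cells counted across two imaged fields per well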
Dengue-2 NS5 capping pilot replicate: also measured in Dengue-2 NS5 capping; calls as there; inhibition, %; measured here: pilot screen replicate inhibition
Myeloid diff MLP GFP+ MAC1+ %: second read-out of Myeloid diff MLP, no call of its own (marks repeat the call); GFP+ MAC1+ double positive, %; measured here: differentiation confirmed by MAC1 staining
Active calls of the source: *; i = inactive; ? = inconclusive; / = not tested or not shown; + = active, no number. Cut-off read from the data, not from the text of the source, unless noted: active = inhibition above about 50%; inactive = the rest. Some of the compounds tested (hit frequency here may not be typical).

SMILES	NOD2 inhibition	AID2073	LYP phosphatase	Myeloid diff MLP	Myeloid diff MLP GFP+ MAC1+ %	XIAP displacement	Dengue-2 NS5 capping	HIV fusion peptide	Hep lipid drop	Hep lipid drop cells 6.5 µM	SIAH1 antagonists	others
O=C(NCc1ccncc1)c1ccc(Br)cc1	-9%	6%	-6%	i	0.6	-1.5%	-5%	-0.4%	6	744	-1%	Dengue-2 NS5 capping pilot replicate=5.3
COc1ccc(NC(=O)C(C)NS(=O)(=O)c2ccc(NC(C)=O)cc2)cc1Cl (configuration not stated)	2%	-3%	-4%	i	0.9	-5.6%	1%	-0.6%	19	764	6%	Dengue-2 NS5 capping pilot replicate=2.7
CC(C(=O)N1CCOCC1)N1C(=O)C2C3CC(C(Br)C3Br)C2C1=O (configuration not stated)	9%	-10%	0%	i	0.5	12%	0%	-0.8%	5	512	4%
CCOC(=O)c1c(C)n(CC(COC(C)=O)OC(C)=O)c2ccc(OC(C)=O)cc12 (configuration not stated)	0%	2%	1%	i	1.2	-10%	-5%	0.4%	16	799	6%	Dengue-2 NS5 capping pilot replicate=-9.0
CC(=O)Nc1cccc(C(=O)NC2CCCc3c2cnn3-c2ccc(C(C)(C)C)cc2)c1 (configuration not stated)	18%	-6%	-5%	i	0.3	/	-3%	-0.7%	-3	712	2%
O=C(NC1CCSC1=O)c1ccc(Oc2ccc(F)cc2)nc1 (configuration not stated)	-4%	0%	-4%	i	0.4	-4.0%	0%	-2.1%	/	/	3%
Cc1ccc(-n2c(=S)sc3c(=O)n(-c4ccccc4C)c(SCC(=O)O)nc32)cc1C	14%	6%	1%	i	0.2	/	-3%	7.4%	8	865	-1%
O=C(CSc1nnc(-c2ccncc2)n1Cc1ccco1)Nc1ccccc1Cl	-3%	-3%	-5%	i	0.7	-5.4%	-3%	0.9%	/	/	-8%
CCC(=O)NC(=S)Nc1ccc(NC(=O)c2ccc([N+](=O)[O-])cc2)cc1	22%	17%	-4%	i	0.6	-8.5%	-1%	-1.3%	-12	670	-2%
Nc1nnnn1/N=C/c1ccccc1	10%	12%	-4%	i	0.8	/	-5%	-1.6%	-3	825	1%
COc1ccccc1NC(=O)Nc1ccc(NC(=O)c2ccccc2O)cc1	-15%	7%	-1%	i	0.2	/	1%	2.7%	9	706	0%
CCN(CC)CCCn1c(=S)[nH]c2cc(Cl)ccc2c1=O	15%	-44%	2%	i	7.7	0.8%	6%	0.8%	-2	646	1%
CCc1cc(C(=O)OC)c(NC(=O)CSc2nccn2C)s1	-3%	1%	-9%	i	2.0	/	-2%	0.8%	-72	667	3%
O=C(OCC(=O)N1CCN(C(=O)c2ccco2)CC1)c1cc(-c2ccccc2)nc2ccccc12	-20%	5%	12%	i	1.2	-4.8%	-7%	8.5%	/	/	6%
CSc1nc(C)c(Cl)c(C)c1C#N	18%	3%	-8%	i	1.6	-0.8%	-4%	1.4%	2	724	2%
O=C(Nc1ccccc1)N1CCC(=S)Nc2ccccc21	2%	1%	3%	i	0.8	-5.7%	-4%	1.3%	-2	694	3%
CCn1c(-c2sc(-c3ccccc3)nc2C)n[nH]c1=S	0%	36%	-3%	+	3.9*	-4.6%	-1%	0.5%	4	635	-5%
Cc1ccc(S(=O)(=O)Oc2ccc(C3C4=C(CCCC4=O)N(CCC(=O)O)C4=C3C(=O)CCC4)cc2Cl)cc1	14%	17%	-9%	i	0.4	-3.5%	-3%	9.8%	2	700	0%
Cc1[nH]nc(-c2ccc(OCc3cnn(-c4ccccc4)c3)cc2O)c1Oc1ccccc1F	-4%	17%	0%	i	1.9	-5.0%	-9%	-2.1%	/	/	0%
Cc1ccc(Nc2c(-c3ccc(N4CCOCC4)cc3)nc3ncccn23)c(C)c1	-14%	21%	7%	i	1.6	-1.2%	-9%	0.8%	-2	727	-6%
CCn1cc(C(=O)OCC(=O)NCc2ccc3c(c2)OCO3)c(=O)c2ccc(C)nc21	-13%	4%	-9%	i	0.7	-2.2%	-6%	0.8%	-12	703	-2%
O=C1NC(=Nc2ccccc2)/C(=C/c2ccco2)S1	8%	24%	-6%	i	0.0	-6.7%	-46%	48%	-6	596	39%
Cc1cc(C)n(-c2ccc(NC(=O)C3CCCCN3C(=O)c3ccc(C)s3)cc2)n1 (configuration not stated)	12%	9%	-4%	i	3.6	/	-4%	1.3%	4	663	6%
Cc1cccc(OCc2nnc(SCC(=O)Nc3ccc(N4CCOCC4)cc3)o2)c1	3%	6%	-8%	i	0.8	/	6%	-1.5%	8	625	3%
COc1ccc(-n2c(-c3cc(-c4ccccc4)sc3N)n[nH]c2=S)cc1	26%	-8%	-1%	i	0.2	/	-2%	-2.8%	-6	652	-1%

Next section; the last two above are carried over.
SMILES	NOD2 inhibition	AID2073	LYP phosphatase	Myeloid diff MLP	Myeloid diff MLP GFP+ MAC1+ %	XIAP displacement	Dengue-2 NS5 capping	HIV fusion peptide	Hep lipid drop	Hep lipid drop cells 6.5 µM	SIAH1 antagonists	others
Cc1cccc(OCc2nnc(SCC(=O)Nc3ccc(N4CCOCC4)cc3)o2)c1	3%	6%	-8%	i	0.8	/	6%	-1.5%	8	625	3%
COc1ccc(-n2c(-c3cc(-c4ccccc4)sc3N)n[nH]c2=S)cc1	26%	-8%	-1%	i	0.2	/	-2%	-2.8%	-6	652	-1%
O=C(c1ccc(S(=O)(=O)N2CCC(c3nc4ccccc4s3)CC2)cc1)N1CCOCC1	11%	13%	-1%	i	2.0	-2.1%	3%	7.3%	/	/	-2%
COc1cccc(C(O)c2cnc(C(C)C)n2C)c1 (configuration not stated)	16%	10%	-6%	i	0.6	/	-3%	-1.3%	-18	709	11%
CN1CCN(CC#CC2(O)CCCCC2)CC1	-2%	8%	-6%	i	1.3	-3.0%	-2%	-3.0%	/	/	-3%
Cc1oc2cc(O)ccc2c(=O)c1Oc1ccccc1Br	-4%	38%	-4%	i	1.3	-3.9%	-1%	-1.7%	-11	553	4%
Cc1ccc(S(=O)(=O)Nc2ccc3c(c2)nc(CCN2CCCC2)n3C)cc1	17%	22%	-13%	?	/	/	-4%	1.5%	12	737	-7%
Cc1cccc(N2CCN(c3nnc(C(F)(F)F)s3)CC2)c1	4%	-7%	-3%	i	0.4	/	4%	0.8%	-1	664	-3%
FC(F)(F)c1nc2cc3nc4ccccc4[nH]c3cc2n1	-18%	0%	-14%	i	0.2	/	16%	3.4%	10	748	-1%
O=C(CN1C(=O)NC2(CCCCCCC2)C1=O)N1CCc2ccccc2C1	2%	0%	-7%	i	1.3	-2.6%	2%	2.1%	/	/	2%
CC(/C=C/c1ccco1)=N\NC(=O)COc1ccc(C)c(C)c1	-5%	2%	8%	i	0.3	-4.6%	-11%	0.6%	10	735	-4%
COC(=O)C1=C(C(=O)OC)[C@@H]2Nc3ccccc3[C@@]23C[C@@H](C(=O)OC)N=C3N1	-16%	-10%	-9%	i	3.0	/	-2%	-1.1%	/	/	10%
COc1ccc(C=O)c(OC)c1	8%	-5%	-3%	i	0.4	0.0%	3%	-0.9%	17	696	8%
O=C(C1CC1)N1CCC(c2nc(-c3ccc(S(=O)(=O)N4CCCC4)cc3)no2)CC1	2%	2%	-9%	i	0.6	-4.6%	-1%	1.7%	7	766	1%
O=C1CCCC2=C1C(c1ccc(Cl)cc1)n1c(s/c(=C\c3ccc4ccncc4c3)c1=O)=N2 (configuration not stated)	3%	29%	9%	i	1.3	-7.9%	4%	18%	1	643	-5%
Cc1cc(=O)oc2cc(OC(C)C(=O)NC3CCCC3)ccc12 (configuration not stated)	-2%	1%	-8%	i	0.5	/	-9%	-1.4%	-10	769	-5%
CC(C)(C)c1ccc(/C=C2\Oc3cc(O)ccc3C2=O)cc1	5%	28%	-3%	i	0.1	/	-27%	10%	18	821	0%
CC(C)OC(=O)CN1CCN(C2c3ccccc3-c3ccccc32)CC1	-2%	16%	-2%	i	0.4	-0.8%	0%	4.0%	/	/	1%
O=C(N=c1nc2ccccn2s1)c1ccccc1	-171%	-9%	-5%	i	5.1	-10%	-11%	-1.1%	/	/	-4%
Cn1c(=O)c(Sc2ccc(Cl)cc2)c(O)c2ccccc21	6%	43%	-4%	i	0.3	-6.0%	-2%	-1.2%	-11	658	1%
O=S(=O)(N=S(N1CCCCC1)N1CCCCC1)c1ccccc1	8%	-2%	-1%	i	1.1	-7.6%	2%	3.0%	/	/	6%
Cc1ccc2[nH]c(CNC(=O)c3ccc(F)cc3)cc2c1	-16%	5%	-2%	i	1.1	/	-18%	-1.3%	1	852	5%
CC(=O)N1CCc2cc(S(=O)(=O)CCC(=O)NCc3ccco3)ccc21	7%	8%	-3%	i	0.3	-4.4%	-4%	-0.9%	18	733	4%
CCN=C1SC(CC(=O)Nc2ccc3c(c2)OCO3)C(=O)N1CC (configuration not stated)	6%	10%	4%	i	0.2	-7.5%	6%	-0.9%	-6	659	2%
COc1ccc(S(=O)(=O)NCc2cccnc2)cc1C(=O)Nc1ccccc1	-2%	2%	-14%	i	0.9	/	3%	0.4%	4	854	-2%
COc1cccc(CCN2CCC(CNS(=O)(=O)c3cc(-c4cc(C)no4)ccc3OC)CC2)c1	45%	9%	-9%	i	2.4	/	4%	1.0%	-6	688	0%
CC1(c2nnc(-c3ccc(F)cc3)o2)CC(c2cccc(Cl)c2)=NO1 (configuration not stated)	20%	5%	0%	i	1.8	/	1%	-1.4%	/	/	2%
Carrying on:
SMILES	NOD2 inhibition	AID2073	LYP phosphatase	Myeloid diff MLP	Myeloid diff MLP GFP+ MAC1+ %	XIAP displacement	Dengue-2 NS5 capping	HIV fusion peptide	Hep lipid drop	Hep lipid drop cells 6.5 µM	SIAH1 antagonists	others
CCn1c(CN(C)c2ccccc2)nc2ccccc21	10%	6%	-5%	i	0.1	/	-6%	-0.4%	-9	786	-3%	Dengue-2 NS5 capping pilot replicate=-0.3
Cc1ccc(/C(N)=N/OC(=O)c2ccc(Cl)cc2Cl)cc1	-135%	0%	-6%	+	0.5*	-1.0%	-1%	0.7%	-2	677	5%
Fc1ccc(C2NCCn3cccc32)cc1 (configuration not stated)	22%	-4%	-6%	i	1.4	-6.6%	2%	1.0%	/	/	-1%
C=CC#CC1(O)CC(C)N(C)CC1C (configuration not stated)	-10%	?	-9%	i	0.6	-7.9%	-10%	-0.4%	-11	704	-3%
Cc1cnc(NC(=O)c2cc3c(C)nn(-c4ccccc4)c3s2)s1	-46%	13%	-3%	i	8.7	-1.8%	2%	-3.9%	4	611	0%
Cc1ccc(C(=O)N2CCN(c3ccc(NC(=O)c4ccc(Br)o4)cc3)CC2)cc1	5%	7%	0%	i	0.7	-21%	-8%	-5.1%	0	805	-2%
COC(=O)c1cn[nH]c1NC(=S)Nc1ccccc1C	-65%	-34%	2%	i	4.9	-1.2%	5%	0.2%	/	/	1%
Cc1ccc(Oc2ccc(/C=N/O)cn2)cc1	-46%	-7%	-5%	i	1.3	-3.7%	7%	-0.8%	/	/	0%
